# High-throughput results deposited in PubChem BioAssay by National Center for Advancing Translational Sciences (NCATS).
# 12-LOX inh = Primary qHTS assay for inhibitors of human arachidonate 12S-lipoxygenase (ALOX12): Round 2; AID 1671190, 2021; Polyunsaturated fatty acid lipoxygenase ALOX12 (Homo sapiens), P18054; Potency, µM (titrated, usually from 108 µM), for the others: top-dose activity change, negative = inhibition, actives largely listed as inhibitors; 580,000 tested, 1.1% active; purified 12hLO, xylenol orange hydroperoxide absorbance; active = well fitted inhibition curve with a large enough effect; inconclusive = small, poorly fitted or top-dose-only effect, or another doubt; inactive = no such curve, though single readings can be large or run the other way; also: potency is read from the fitted curve at half-maximal effect
# Target sequence (P18054 whole entry, looked up): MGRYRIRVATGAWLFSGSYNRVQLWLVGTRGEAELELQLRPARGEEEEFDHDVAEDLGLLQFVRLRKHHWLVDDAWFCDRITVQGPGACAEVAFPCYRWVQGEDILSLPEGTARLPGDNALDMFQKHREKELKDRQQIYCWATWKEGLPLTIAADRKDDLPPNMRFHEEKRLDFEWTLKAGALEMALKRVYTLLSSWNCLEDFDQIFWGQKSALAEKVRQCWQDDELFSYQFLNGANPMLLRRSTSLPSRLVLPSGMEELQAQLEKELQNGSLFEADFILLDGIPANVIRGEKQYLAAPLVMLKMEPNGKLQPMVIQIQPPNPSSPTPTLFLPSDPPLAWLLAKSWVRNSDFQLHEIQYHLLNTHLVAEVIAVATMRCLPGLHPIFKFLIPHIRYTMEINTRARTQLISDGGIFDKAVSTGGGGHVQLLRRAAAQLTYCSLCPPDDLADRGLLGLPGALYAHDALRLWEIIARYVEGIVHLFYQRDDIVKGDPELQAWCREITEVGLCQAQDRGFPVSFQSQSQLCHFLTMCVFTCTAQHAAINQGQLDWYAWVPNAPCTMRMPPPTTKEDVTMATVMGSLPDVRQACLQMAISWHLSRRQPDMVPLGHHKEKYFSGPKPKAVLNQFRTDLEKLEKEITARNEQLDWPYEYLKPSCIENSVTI
#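 Hydroperoxide product was detected by ferrous iron/xylenol orange as the 573 to 405 nm absorbance ratio. Arachidonic acid at 40 uM (final) was turned over for 30 min at room temperature by 150 nM human 12hLO, pH 7.0 Hepes buffer, after 15 min compound preincubation.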
# LDHA inh = qHTS assay for inhibitors of human lactate dehydrogenase; 480,000 tested, 0.15% active; L-lactate dehydrogenase A chain (Homo sapiens), P00338; purified LDHA, NADH/diaphorase-resazurin fluorescence; stronger effect = lower value; activity change, % (values are at about 110 or 230 µM); in the data active = activity change below about -30%; inconclusive = mostly about -25% to -30%;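 also: plate controls were DMSO wells for no effect and wells without enzyme for full effect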
#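 Human LDH5 (2 nM) was incubated with 0.06 mM NADH and 0.2 mM pyruvate for 5 min at room temperature in Tris pH 7.4. Remaining NADH was coupled through diaphorase/resazurin, and resorufin fluorescence was read at 0 and 20 min.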
# An asterisk follows results filed as active; ? = inconclusive; [ ] = dose if it differs, or a comment. Unless noted, % is scaled to controls: 0 for no effect and ±100 for the full control effect. A portion of the library. The share of hits here may be higher or lower than overall.
SMILES,12-LOX inh,LDHA inh
N#Cc1ccc(Cc2cnc(NC(=O)c3ccccc3)s2)c(C(F)(F)F)c1,21%,-10
O=C(NCCN1CCC(n2c(=O)[nH]c3ccccc32)CC1)c1ccc(F)cc1Cl,1.1µM*,2
O=C1CC(/C=C/c2ccccc2)Cc2nc(N3CCCCC3)ncc21 (stereo unspecified),-3%,1
CCOC(=O)c1ccccc1NC(=O)CSc1ncnc2c(-c3ccccc3)c[nH]c12,-10%,0
CCCCN(C)Cc1ccccc1OCC,-43%,0
COc1ccc2[nH]cc(CCNC(=O)c3ccc(F)cc3F)c2c1,21%,2
NC(COCc1ccccc1)c1csc(Nc2ccc(S(N)(=O)=O)cc2)n1 (stereo unspecified),24%,-11
CSc1ccc(CCNC(=O)c2ccc(NC(=O)N3CCSc4nc(C)cc(C)c43)cc2)cc1,-19%,2
COc1ccccc1CN(CCCO)CC(C#N)CCC#N (stereo unspecified),3%,1
Cc1nc(N2CCS(=O)CC2)c2cc(-c3ccccc3)sc2n1,-29%,1
Cn1c(=O)c2c(nc(SCCCO)n2Cc2cccc3ccccc23)n(C)c1=O,1%,1
C#Cc1ccc(NC(=O)C2(C)CCN2C(=O)Cc2ccc(C(C)(C)C)cc2)cc1 (stereo unspecified),-6%,0
CC(C)(O)CCC(O)[C@](C)(O)C1CC[C@@]2(O)C3=C/C(=N\O)[C@@H]4C[C@@H](O)[C@@H](O)C[C@]4(C)C3CC[C@]12C (stereo partly specified),22%,2
O=C(COc1ccc(Br)cc1)NCc1ccc(-c2nn3cnnc3s2)cc1,-3%,0
C=CCOc1ccc(/C=C/c2cc(C(=O)O)c3ccccc3n2)cc1OC,?,9
Cc1cccc(Oc2coc3cc(OCc4ccccc4)ccc3c2=O)c1,-8%,-2
Cc1sc2nc(SCc3ccc(F)cc3Cl)n(CCCN3CCOCC3)c(=O)c2c1C,-6%,2
CC(C)COC(=O)N1CCCCC1c1cc(C(=O)Nc2ccccc2)no1 (stereo unspecified),-2%,-7
COc1ccc(CN2CCC(C)(Oc3ccc4c(c3)OCO4)C2)c2ccccc12 (stereo unspecified),-29%,0
Cc1ccnc(Nc2nc(C)c3cccc(C)c3n2)n1,0%,3
CC(C(=O)N(C)CC(=O)Nc1ccccc1C(F)(F)F)N(C)Cc1ccccc1Br (stereo unspecified),-4%,-9
COc1cc(C(=O)Nc2oc3ccccc3c(=O)c2-c2ccc3c(c2)OCO3)cc(OC)c1OC,-9%,3
Cc1c(NC(=O)c2c(Cl)cnn2C)cnn1C,27%,-4
N#Cc1ccc(-c2nc3ccc(Cl)cn3c2Cc2ccccc2)cc1,-14%,-6
Cc1cc2oc(C(=O)Nc3cccc(Cl)c3C)cc(=O)c2cc1C,?,4
Cc1cc(NC(=O)CCN2CCN(Cc3cccc4ccccc34)CC2)ccc1Br,?,2
NC(COCc1ccccc1)c1csc(Nc2ccc(C(F)(F)F)cn2)n1 (stereo unspecified),-2%,-1
COC(=O)c1ccc2nc(C3CCCCC3)c(Cc3ccccc3)n2c1,?,1
Clc1cc(CNCCc2cccs2)cc2c1OCCCO2,-20%,-12
Cn1c(=O)c2c(nc(NCc3ccc(S(N)(=O)=O)cc3)n2Cc2ccccc2Cl)n(C)c1=O,-28%,3

# Seven consecutive entries out of the list so far, for reference:
SMILES,12-LOX inh,LDHA inh
N#Cc1ccc(Cc2cnc(NC(=O)c3ccccc3)s2)c(C(F)(F)F)c1,21%,-10
O=C(NCCN1CCC(n2c(=O)[nH]c3ccccc32)CC1)c1ccc(F)cc1Cl,1.1µM*,2
O=C1CC(/C=C/c2ccccc2)Cc2nc(N3CCCCC3)ncc21 (stereo unspecified),-3%,1
CCOC(=O)c1ccccc1NC(=O)CSc1ncnc2c(-c3ccccc3)c[nH]c12,-10%,0
CCCCN(C)Cc1ccccc1OCC,-43%,0
COc1ccc2[nH]cc(CCNC(=O)c3ccc(F)cc3F)c2c1,21%,2
NC(COCc1ccccc1)c1csc(Nc2ccc(S(N)(=O)=O)cc2)n1 (stereo unspecified),24%,-11

# Other structures follow.
SMILES,12-LOX inh,LDHA inh
Cc1sc(NC(=O)CC2(CC(=O)O)CCCCC2)c(C(N)=O)c1-c1ccccc1,29%,9
Cc1ccccc1C1CC(=O)N(c2ccc(F)cc2)C2=C1C(=O)CCC2 (stereo unspecified),47%[activator],-11
COc1cc(NC(=O)c2ncoc2-c2ccco2)cc(OC)c1,9%,-8
COc1ccc2cc(C(=O)NCC(=O)Nc3cccc(Cl)c3C)c(C)nc2c1,12%,0
CC(C)COC(=O)COc1ccc2c(=O)c(Oc3ccccc3Cl)coc2c1,26%,0
CC(C)CNC(=O)/C=C/c1ccccc1,33%,-10
NC(c1ccccc1)c1csc(NC(=O)Nc2ccccc2Oc2ccccc2)n1 (stereo unspecified),?,0
CN(CC(=O)NC(=O)NCc1ccco1)Cc1ccc(F)cc1,-28%,7
CO[C@@H]1CN(C)C(=O)c2cc(NC(=O)Nc3cc(F)ccc3F)ccc2OC[C@H](C)N(C(=O)c2cnccn2)C[C@@H]1C,?,6
COc1ccc(C(=O)Oc2ccc(-c3ccccc3)cc2)cc1,-5%,?
Cc1cc(NC(=O)c2ccc(Br)o2)no1,?,0
CC(=O)c1ccc(N2CCN(C(=O)c3cc(F)c(F)cc3C)CC2)c(F)c1,29%,3
CCOC(=O)COc1ccc2c(=O)c(-c3ccc(OC)c(OC)c3)c(C(F)(F)F)oc2c1,38%[activator],-5
CC(=O)c1cccc(NC(=O)c2ccc(-c3c(C)noc3C)c3ccoc23)c1,?,-9
Cc1ccc(C)c(S(=O)(=O)Nc2cccc(S(=O)(=O)C3CCCC3)c2)c1,-6%,-2
CCCCC(=O)N(C)c1c(CC)nc2c(OCc3cc(Cl)cc(Cl)c3)cccn12,-2%,2
CN(Cc1nc2ccccc2s1)C(=O)c1cccc(S(=O)(=O)Nc2ccccc2F)c1,?,1
COc1ccc(C(=O)OC2CCCCC2=O)cc1OC (stereo unspecified),-29%,4
CCOC(=O)N/N=C/c1ccccc1OCC(=O)O,-28%,4
CC(=O)Nc1ccc(C(=O)Nc2cnc3ccccc3c2)cc1,?,9
COC(=O)CC(NC(=O)c1cc(C)nc2c1cnn2C(C)C)c1ccccc1Cl (stereo unspecified),?,10
COc1ccc(Oc2c(C)oc3cc(OCC(=O)NCc4ccccc4)ccc3c2=O)cc1,-1%,7
Cc1cc(NC(=O)COC(=O)C2(c3ccc(Cl)cc3)CC2)no1,12%,0
Cn1nc(C(=O)Nc2nc3c(s2)CN(C(=O)OC(C)(C)C)CC3)c2ccccc2c1=O,68%[activator],2
Cc1ccccc1OCCSc1nc2ccccc2n1CC(O)CO (stereo unspecified),10%,-5
COc1ccc2ccc(OC(=O)c3ccccc3)cc2c1,3%,7
Cc1ccn2c(F)c(C(F)(F)F)nc2c1,-5%,-4
CC(C)c1ccc(C(=O)Nc2ccc(-c3nn4cnnc4s3)cc2)cc1,-28%,?
CCCCNc1nc(-c2cccc(OC)c2O)nc2ccccc12,?,11
CCOC(=O)c1cccc(NC(=O)Nc2cccc(F)c2C)c1,-10%,12

# Entries from the list above that contain a COOH group, in the order listed:
SMILES,12-LOX inh,LDHA inh
C=CCOc1ccc(/C=C/c2cc(C(=O)O)c3ccccc3n2)cc1OC,?,9
Cc1sc(NC(=O)CC2(CC(=O)O)CCCCC2)c(C(N)=O)c1-c1ccccc1,29%,9
CCOC(=O)N/N=C/c1ccccc1OCC(=O)O,-28%,4

# New compounds follow
SMILES,12-LOX inh,LDHA inh
O=C(CN1CCN(C(=O)c2cccnc2)CC1)Nc1ccccc1Cl,-1%,-19
CC(=O)Nc1ccc(NC(=O)Nc2ccccc2Cl)cc1,22%,0
CC(C)Cn1c(SCC(=O)Nc2ccc(C(=O)O)cc2)nnc1-c1ccc(Cl)cc1,10%,-12
CC(C)NC(=O)Cn1c(=O)n(-c2ccccc2)c(=O)c2sccc21,?,-41*
CC(=O)N(Cc1cc2ccccc2[nH]c1=O)CC(C)C,-13%,3
Cc1ccc2c(c1)Oc1ccc(S(=O)(=O)N(C)c3ccc(C)c(C)c3)cc1C(=O)N2,-10%,3
CCCCCOC(=O)/C(C#N)=C/c1c[nH]c2ccccc12,?,0
CC(Sc1nc2ccccc2o1)c1nc2ccccc2c(=O)[nH]1 (stereo unspecified),-4%,5
COc1cc(OC)cc(-c2c(Sc3ccccc3)c3cc(-c4cnc(N5CCOCC5)nc4)ccc3n2C)c1,-2%,-1
CCCNC(=O)c1cc(C2CCCN(C(=O)c3ccc(NC(C)=O)cc3)C2)on1 (stereo unspecified),9%,-5
O=C(OCc1cccc([N+](=O)[O-])c1)C12CC3CC(CC(O)(C3)C1)C2,1%,6
CCCCCCOc1ccc(C(=O)N2CCN(c3oc(-c4ccco4)nc3C#N)CC2)cc1OC,?,9
O=C(CCc1nc2sc3c(c2c(=O)[nH]1)CCC3)NCc1ccccc1OC(F)(F)F,1%,6
O=C(NCc1cccnc1N1CCOCC1)c1cnn(-c2ccc(Cl)cc2)c1,23%,-14
CCOC(=O)COC(=O)CNC(=O)c1ccc(C)c(C)c1,2%,-5
O=C(NCc1ccccc1)c1ccc2nc(-c3ccccc3)c(-c3ccccc3)nc2c1,-27%,-5
COc1cc(CNc2ncnc3c2ncn3[C@H]2CN(Cc3ccc4c(c3)OCO4)C[C@@H](CO)O2)cc(OC)c1OC,-3%,-5
COc1cc2ncc(C#N)c(Nc3cc(OC)c(OC)c(OC)c3)c2cc1OC,17%,71
COc1ccc(CN2CCN(Cc3cccnc3)CC2)cc1OCc1ccccc1,0.71µM*,-1
Cc1nc(-c2ccc(OC(=O)c3ccc4c(c3)NC(=O)CS4)cc2)no1,-8%,13
C=CCNc1oc(COc2ccccc2C)nc1C#N,?,-3
Cc1ccc(C)c(C(=O)COC(=O)COc2ccc(C3SCCCS3)cc2)c1,10%,2
COc1cccc(-c2cc(CNC(=O)[C@H]3O[C@@H](n4cnc5c(N)ncnc54)[C@H](O)[C@@H]3O)no2)c1,?,1
CC(O)c1ccc2c(c1)OCCOCCOCCOCCO2 (stereo unspecified),-23%,-9
O/N=C/c1c(F)cccc1Cl,-4%,5
CCOC(=O)c1oc2cc(OCc3ccc(OC)cc3)ccc2c(=O)c1-c1ccc(OC)c(OC)c1,-5%,3
COc1ccc(C(=O)N2CCN(C(=O)c3cn(C)c4ccccc34)CC2)cc1OC,-6%,-6
Cc1cc(C)c(C(=O)COC(=O)c2cc(=O)[nH]c3ccccc23)cc1C,-5%,-10
COCCNc1nc(Nc2ccc(C)cc2C)c2sccc2n1,3%,-2
CCc1ccc2cc(-c3ccccc3)cn2c1,?,?
Cc1cccn2cc(CSc3nnc(-c4ccccc4)o3)nc12,?,3
O=C(CSc1nc2cc(Cl)ccc2s1)NCCCc1ccccc1,-27%,?
CCN(CC)S(=O)(=O)c1cccc(NS(=O)(=O)c2cccs2)c1,1%,4
O=C(CCNc1nc(Cl)nc2nc[nH]c12)NCCO,?,8
Cn1c(=O)c2c(nc(Br)n2Cc2ccc(F)cc2)n(C)c1=O,?,-8
Cc1cccc(C)c1-n1nnnc1SCc1nc2ccccc2o1,-22%,13
Cc1cc(C(=O)CSc2nc3cc([N+](=O)[O-])ccc3o2)c(C)n1C1CC1,?,5
CN(Cc1cn(Cc2cccc(Cl)c2)nn1)C1CN(Cc2cn(Cc3cccc(Cl)c3)nn2)S(=O)(=O)C1 (stereo unspecified),?,1
COc1ccc(OC)c(NC(=O)Nc2nc(C(N)c3ccccc3Cl)cs2)c1 (stereo unspecified),-22%,-4
O=C(C(Sc1nncn1-c1ccccc1F)c1ccccc1)N1CCCC1 (stereo unspecified),4%,-7
COCCCNC(=O)CC1CC2CCC1C2 (stereo unspecified),4%,0
COc1ccc(C(=O)N2CC(C)CC(C)C2)c2ccccc12 (stereo unspecified),?,-1
COc1ccc(C2/C(=C(\O)c3ccc(C)cc3)C(=O)C(=O)N2CCCO)cc1 (stereo unspecified),0.56µM*,-17
CC1(C(=O)NC2CCCCC2)CCC(=O)N1C1CCN(Cc2ccccc2)CC1 (stereo unspecified),-4%,-11

# Part of the list above in order of number of heavy atoms, lowest first:
SMILES,12-LOX inh,LDHA inh
COCCCNC(=O)CC1CC2CCC1C2 (stereo unspecified),4%,0
Cc1cc(NC(=O)COC(=O)C2(c3ccc(Cl)cc3)CC2)no1,12%,0
O=C(OCc1cccc([N+](=O)[O-])c1)C12CC3CC(CC(O)(C3)C1)C2,1%,6
